# High-throughput results as filed in PubChem BioAssay.
# FUS yeast rescue: FUS proteinopathy suppression in yeast; S. cerevisiae FUS-expressing, growth rescue, OD600, 24 h; Potency, µM (doses to about 76.6 µM), inactives show at the highest dose growth rescue (activation), hits mostly activators; hit rate 0.24% among 390,000; AID 1347120;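 further: potency means the concentration at half of the fitted maximal effect; plate controls were DMSO vehicle for no effect and reference control for full effect; nearly all actives have a fitted effect of over 55% in size; some results filed as inactive show a strong effect at the top dose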
#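 Toxicity suppression screen in FUS-yeast. Cells induced with 2% galactose, starting OD 0.005, treated 24hr at 30C with compounds at multiple final concentrations; growth by OD600.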
# EPAC2 agonist: activates human EPAC2 exchange factor. Q8WZA2. EPAC2 activation, biochemical qHTS; response scale: 100% = 6.5 mM cAMP response. Potency, µM (titrated, usually from 154 µM), for inactives: top-dose activation, usual class: activators. hit rate 0.079% among 360,000. AID 720711; further: potency means the concentration at half of the fitted maximal effect; nearly all actives have a fitted effect of over 50% in size
#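 EPAC2 (100 nM) mixed with Rap1B loaded with BODIPY-GDP (250 nM) plus 50 uM unlabeled GDP; compounds pinned in, 5 min RT, then read every 5 min for 30 min (ex 480, em 540 nm). Normalized to cAMP control.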
# EPAC2 antag: antagonists of human EPAC2; Q8WZA2; Potency, µM (top dose mostly 114 µM), for inactives: top-dose activity, negative = inhibition, usual class: inhibitors; AID 720708; hit rate 0.18% among 360,000; EPAC2 GEF exchange of Rap1B-BODIPY-GDP, fluorescence; further: potency means the concentration at half of the fitted maximal effect; on the % scale 0 is the no-effect control and ±100 the full control effect; nearly all actives have a fitted effect of over 45% in size; many of its hits are not listed in these tables
# Abeta rescue: restores growth of yeast expressing A-beta42 peptide | yeast expressing A-beta42, growth rescue, OD600, 48 h; response scale: 0% DMSO, 100% iron-clioquinol control | Potency, µM (series often up to 46.1 µM), for inactives: at the highest dose growth rescue, actives largely listed as activators | hit rate 0.063% among 410,000; further: potency means the concentration at half of the fitted maximal effect; nearly all actives have a fitted effect of over 55% in size
#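 Growth rescue measured by 600 nm absorbance after 48 h yeast culture at 30 C with compound. Values normalized between DMSO and an equimolar ferric chloride plus clioquinol control.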
# D3 ag: activates the human D3 dopamine receptor | P35462 | max activation, % | hit rate 0.58% among 410,000 | D3R DiscoveRx beta-arrestin cells, luminescence, 90 min; in the data active means max activation above about 30%; further: 0% is about no effect; mostly tested at two doses, the higher about 12 µM
# Target sequence (P35462 whole entry, looked up): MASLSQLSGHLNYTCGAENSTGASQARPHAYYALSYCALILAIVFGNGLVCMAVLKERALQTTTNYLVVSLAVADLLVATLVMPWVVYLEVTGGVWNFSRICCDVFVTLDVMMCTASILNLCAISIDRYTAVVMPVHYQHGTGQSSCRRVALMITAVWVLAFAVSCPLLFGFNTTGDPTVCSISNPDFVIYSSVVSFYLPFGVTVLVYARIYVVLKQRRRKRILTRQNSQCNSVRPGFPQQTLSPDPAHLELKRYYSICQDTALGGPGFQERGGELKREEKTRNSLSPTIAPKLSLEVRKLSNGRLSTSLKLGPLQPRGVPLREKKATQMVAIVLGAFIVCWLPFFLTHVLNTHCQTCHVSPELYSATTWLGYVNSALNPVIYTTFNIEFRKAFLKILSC
#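 Agonist-mode cell screen: cells plated at 1500/well and incubated overnight at 37 °C, then exposed to library compounds for 90 min at 37 °C. Detection reagent was added for 30–60 min at room temperature, and luminescence was read.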
# D3 antag: D3 dopamine receptor (human) antagonism; P35462; D3R cells, DiscoveRx beta-arrestin luminescence, antagonist mode; stronger effect = lower value; max response, negative = inhibition, %; hit rate 2.5% among 360,000; AID 652054; in the data active means max response below about -50%; inconclusive means no clear call, values can overlap the other calls; further: on the % scale 0 is the no-effect control and ±100 the full control effect; mostly tested at two doses, the higher about 12 µM
#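 Cells plated overnight at 1500 cells/well, then exposed to library compounds with dopamine controls for 90 minutes at 37 degrees C. DiscoveRx reagent added for 30–60 minutes at room temperature; luminescence read, quantitative HTS format.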
# aSyn yeast inh: inhibitors of alpha-synuclein toxicity in yeast | Yeast expressing alpha-synuclein, growth rescue, BacTiter-Glo, 24 h | hit rate 0.14% among 370,000 | Potency, µM (top dose mostly 46.1 µM), without a hit: top-dose growth rescue (activation), most hits filed as activators; further: potency means the concentration at half of the fitted maximal effect; % of control where 0% means no effect; nearly all actives have a fitted effect of over 65% in size
#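 Rescue of yeast growth: cells expressing toxic alpha-synuclein, induced in galactose at OD600 0.02, incubated with compound 24 h at 30 C. ATP luminescence quantified growth; inhibitors of toxicity appear as activators.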
# TDP-43 yeast inh: TDP-43 toxicity inhibition in yeast | TDP-43 expressing yeast growth rescue, BacTiter-Glo, 24 h | Potency, µM (top dose mostly 46.1 µM), for inactives: top-dose growth rescue (activation), usual class: activators | hit rate 1.8% among 410,000 | AID 652104; further: potency means the concentration at half of the fitted maximal effect; % of control where 0% means no effect; nearly all actives have a fitted effect of over 50% in size
#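 Cell-based yeast growth screen: TDP-43 expression induced in galactose, inoculum OD600=0.02 after raffinose pregrowth to mid-log. Read-out BacTiter-Glo luminescence at 24 hr, 30 deg C; inhibition of toxicity seen as signal increase.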
# The depositor's hits bear a star; ? = inconclusive; nt = not tested or not shown; & = joins results of further samples; [ ] = another dose, or the depositor's remark. Unless noted, the call rests on the fitted dose curve; in most records, active means well fitted curve in the direction sought with a large enough effect; inconclusive means small, poorly fitted or top-dose-only effect, or another doubt; inactive means no such curve, though single readings can be large; an effect the other way counts as inactive or inconclusive. Only part of the results is shown; rates above refer to the full screens.
SMILES,FUS yeast rescue,EPAC2 agonist,EPAC2 antag,Abeta rescue,D3 ag,D3 antag,aSyn yeast inh,TDP-43 yeast inh
Cc1ccc(C(=O)COC(=O)C2C3C=CC(C3)C2C(=O)OCC(=O)c2ccc(C)c(C)c2)cc1C (stereo not given),7%,1%,-3%,24%,-5,-22,0%,-3%
O=C(COC(=O)/C=C/c1ccc(C(F)(F)F)cc1)NC1CCCC1,-7%,1%,4%,-27%,1,1,11%,10µM*
CN(C(=O)c1ccco1)c1nc(-c2ccccc2)cs1,-2%,10%,-22%,-3%,2,31,-3%,?
O=C(CSc1nnc(-c2cccs2)o1)N1CCCCC1,17%,4%,6%,-3%,2,-2,-15%,0%
Cc1ccc(OCc2n[nH]c(=S)n2Cc2ccccc2)cc1,3%,-2%,11%,15%,-7,9,9%,14%
Cc1ccc(S(=O)(=O)c2nc(N3CCOCC3)sc2Cl)cc1,6%,9%,3%,10%,1,23,22%,15%
CCOC(=O)C1CCCN(C(=O)Nc2cccc(Cl)c2)C1 (stereo not given),12%,5%,1%,21%,8,2,-1%,0%
O=c1c2sccc2nc(SCc2ccc([N+](=O)[O-])cc2)n1Cc1ccccn1,nt,13%,-4%,-20%,-4,17,3%,22µM*
COc1ccccc1-c1sc2cc3c(cc2c1-c1ccc(OCCN2CCCCC2)cc1)OCO3,?,12%,-5%,-43%[inhibitor],-4,-1,-46%[inhibitor],-8%
CCn1nc(NS(=O)(=O)c2ccc(NC(C)=O)cc2)c2cc3cc(C)ccc3nc21,?,-1%,-2%,0%,-17,-23,2%,-12%
c1ccc(Cn2nnnc2C(c2cccs2)N2CCCCCC2)cc1 (stereo not given),5%,14%,-6%,5%,-12,-20,0%,-15%
COC(=O)c1c(NC(=O)CSc2nnc(C)c(=O)[nH]2)sc(C)c1C,11%,1%,-22%,7%,3,5,5%,2%
COc1ccccc1-c1cc(C(=O)N/N=C\c2cn(C)nc2C)c2ccccc2n1,nt,4%,-8%,-7%,6,-15,-1%,6%
CCc1ccc(S(=O)(=O)Nc2cccc(-c3ccc(OC)nn3)c2)s1,?,nt,nt,-1%,-6,nt,nt,18µM*
CCO/C(C)=N/n1c2nc3ccccc3nc2c2c(=O)n(C3CCCC3)c(C)nc21,6%,1%,-5%,10%,2,1,6%,0%
CC(=O)c1cnc2c(-c3ccccc3)c(C)nn2c1C,4%,-6%,-1%,-33%[inhibitor],1,32,11%,28%
COc1ccc(S(=O)(=O)NCc2ccncc2)cc1NC(=O)c1ccccc1F,7%,8%,3%,0%,2,-12,-6%,12%
CCC1CCCCN1C(=O)COc1ccccc1NC(C)=O (stereo not given),-4%,11%,8%,-1%,2,-5,1%,23%[9.22 µM]
COc1ccc(OC)c(N(CC(=O)N2CCCC2)S(=O)(=O)c2ccc(C)cc2)c1,-9%,-4%,1%,-11%,22,11,0%,6%
NC1=NC(=Nc2cccc(S(=O)(=O)N3CCOCC3)c2)c2ccccc21,12%,-1%,2%,-8%,5,12,3%,18%
CC(=O)N1CCN(C(=S)c2ccc(Cl)cc2)CC1,-4%,3%,6%,28%,2,10,0%,9%
Cc1ccc(S(=O)(=O)N2CC(O)C[C@H]2C(=O)OCC(=O)Nc2ccc(N3CCOCC3)cc2)cc1C (stereo not given in full),22%,-6%,0%,-12%,3,24,0%,-3%
O=C(N/N=C/c1c(O)ccc2ccccc12)C(=O)N1CCCC1,-7%,-4%,1%,?,-7,5,22µM*,2%
CC(=O)N1CCCc2cc(S(=O)(=O)Nc3ccccc3C)ccc21,-16%,-6%,-14%,21%,-6,-14,14%,0%
COc1ccc(C(=O)Nc2ccccc2C(=O)N/N=C/c2ccccn2)cc1OC,17%,2%,0%,-8%,7,7,-10%,6%
C[C@H](CO)N1C[C@H](C)[C@@H](CN(C)Cc2ccc(C(=O)O)cc2)Oc2c(NS(=O)(=O)c3cccs3)cccc2C1=O,13%,-3%,6%,9%,20,36,-1%,26%
O=C(NC1CCCN(C2Cc3ccccc3C2)C1)c1ccc(F)cc1Cl (stereo not given),8%,14%,4%,9%,-13,-9,1%,12%
CCc1nc2ccc(C(=O)NCc3ccc4c(c3)OCO4)cn2c1N(C)Cc1ccc(OC)cc1,16%,24%,12%,-5%,7,?,-2%,12%
O=[N+]([O-])c1cc2c(cc1CN1CCN(c3ccccc3)CC1)OCO2,3%,20%,2%,0%,-14,-9,0%,1%
CC(C)[C@H](NC(=O)[C@@H]1CSC2c3ccccc3C(=O)N21)C(=O)NCc1ccncc1 (stereo not given in full),20%,5%,8%,9%,3,-3,3%,-13%
O=C(COc1ccc(Cl)cc1)Nc1cccc(S(=O)(=O)NC2=NCCCCC2)c1,25%,2%,6%,-17%,4,8,-1%,9%
COc1ccc2c(c1)OC[C@H]1[C@H]2N2C(=O)c3cc(C)ccc3NC(=O)[C@@]2(C)[C@H]1c1ccccc1,32%,11%,15%,-72%[inhibitor],-2,-25,4%,?
CCC(C)NC(=O)CNC(=S)N(CCCN1CCOCC1)Cc1cccs1 (stereo not given),5%,11%,-6%,-12%,-17,-28,-5%,-14%
Cc1ccc(C2(C)NC(=O)N(CC(=O)N3CCN(S(=O)(=O)c4ccccc4[N+](=O)[O-])CC3)C2=O)cc1 (stereo not given),?,-4%,3%,-1%,-2,2,1%,15%
Cn1c(=O)c2c(-c3ccccc3)n(-c3ccc(N)cc3)cc2n(C)c1=O,?,15%,12%,-25%,-5,-28,-7%,-13%
Cc1ccc(NC(=O)CSc2nc3ccccc3c(=O)n2CCCN2CCCCC2)cc1Cl,29%,3%,0%,0%,-14,-20,3%,-27%
Cc1cc(C(=O)CSc2nc3ccccc3[nH]2)c(C)n1C,?,4%,3%,3%,0,16,-6%,9%
Cc1ccc(CN2CCc3nc(N4CCN(C)CC4)ncc3C2)s1,6%,nt,nt,0%,-19,nt,nt,-20%
Cc1cc(C)cc(NC(=O)Cn2nnc(C(=O)NCc3ccco3)c2N)c1,2%&-11%,-6%,5%,3%&-9%,0&-5,-5,8%,8%&8%
Cc1nc2ccccc2n1CC(=O)OCC(=O)NC1CC1,-4%,-3%,12%,-5%,5,-2,0%,13%
CN(C)c1ccc2nc3ccc(=O)cc-3sc2c1,22%,8%,0%,-80%[inhibitor],-6,-17,2%,-52%[inhibitor]
COc1ccc(C(C(=O)NCc2ccc(F)cc2)N(Cc2cccnc2)C(=O)c2snc(C(N)=O)c2N)cc1 (stereo not given),3%,4%,-11%,-9%,-6,1,-5%,-1%
N#Cc1ccccc1OCC(=O)NNC(=O)CNC(=O)c1cccc(Br)c1,-5%,14%,18%,9%,2,-10,-10%,-7%
COC(=O)c1ccc(COC(=O)CNC(=O)CNC(=O)c2ccc(C)cc2)cc1,-16%,1%,3%,-12%,11,4,4%,?
CC1CCCC(NC(=O)CN(C)S(=O)(=O)c2cccc3cccnc23)C1C (stereo not given),3%,-4%,-1%,4%,-2,-1,0%,?
CN(CC(=O)Nc1cccc(F)c1)C(=O)C1CSC2(C)CCC(=O)N12 (stereo not given),4%,10%,-7%,1%,-13,-22,-8%,0%
O=C(/C=C/c1ccc2c(c1)OCCCO2)c1ccccc1O,nt,0%,-9%,-19%,-6,0,-37%[inhibitor],13µM*
O=C(NCc1ccccn1)Nc1ccccc1,4%,4%,-2%,-1%,-2,7,-4%,-7%

# 3 entries already listed, ordered by heavy-atom count, low to high.
SMILES,FUS yeast rescue,EPAC2 agonist,EPAC2 antag,Abeta rescue,D3 ag,D3 antag,aSyn yeast inh,TDP-43 yeast inh
CN(C)c1ccc2nc3ccc(=O)cc-3sc2c1,22%,8%,0%,-80%[inhibitor],-6,-17,2%,-52%[inhibitor]
Cc1cc(C(=O)CSc2nc3ccccc3[nH]2)c(C)n1C,?,4%,3%,3%,0,16,-6%,9%
CN(CC(=O)Nc1cccc(F)c1)C(=O)C1CSC2(C)CCC(=O)N12 (stereo not given),4%,10%,-7%,1%,-13,-22,-8%,0%

# Remaining list, next part.
SMILES,FUS yeast rescue,EPAC2 agonist,EPAC2 antag,Abeta rescue,D3 ag,D3 antag,aSyn yeast inh,TDP-43 yeast inh
CCCNc1c(NS(=O)(=O)c2cccc(C#N)c2)c(=O)oc2ccccc12,-4%,-11%,-1%,15%,-16,6,10%,-4%
CCSc1nc2c(c(-c3ccc(C)o3)c1C#N)CCCC2,13%,2%,-19%,-12%,5,-22,12%,-8%
CC(=O)Nc1cccc(-c2csc(Nc3ccc(Cl)cn3)n2)c1,8%,2%,7%,4%,-4,2,3%,22µM*
CCN(CC(=O)NCc1ccc(F)cc1)C(=O)COc1ccc(C)c(C)c1,nt,0%,6%,-16%,-3,34,1%,15%
Clc1ccccc1OCc1nn[nH]n1,19%,3%,-2%,-4%,6,-13,4%,9%
COc1ccc(CN2CCN(CCc3ccccc3)C(CCO)C2)c(O)c1 (stereo not given),25%,-5%,9%,1%,-18,-6,-1%,-6%[0.397 µM]
CCOC(=O)c1sc2nc(C(C)C)c3c(c2c1N)CCC3,0%,-16%,14%,9%,2,0,7%,17%
COc1ccc2nc(NC(=O)c3ccoc3C)sc2c1,13%,8%,-2%,-37%[inhibitor],0,50,-26%,-28%
Cc1cc([N+](=O)[O-])nn1CC(=O)N/N=C/c1ccccc1F,5%,2%,6%,0%,-5,18,4%,12%
CCN1CCc2c(sc(NC(=S)NC(=O)c3ccc(Cl)cc3)c2C(N)=O)C1,18%,5%,4%,-14%,-11,0,-2%,11%
COc1ccc(N2C(=O)C3CCCN3C2=O)cc1 (stereo not given),1%,2%,1%,4%,3,6,1%,-2%
CCOc1ccccc1NC(=O)c1c(NC(=O)C(C)Oc2ccc(Cl)cc2)sc2c1CCCCC2 (stereo not given),-20%,nt,nt,16%,-6,nt,nt,5%
COc1ccc(CN(C(=O)c2snc(C(N)=O)c2N)C(C(=O)NC2CCCC2)c2cc(OC)ccc2OC)cc1 (stereo not given),-8%,9%,-4%,-2%,-13,0,-5%,-1%
CCCCCn1nc(C(=O)N(CC(C)C)c2c(N)n(CCCC)c(=O)[nH]c2=O)c2ccccc2c1=O,29%,-6%,15%,8%,-6,-22,-5%,-15%
CCCn1c(C)nc2cc(Cl)c(N3CCN(c4nc(-c5ccc(C)cc5)cs4)CC3)cc21,?,6%,1%,-46%[inhibitor],14,41,-30%,?
CCOc1ccc(Cc2c(C)[nH]c3ccc(C(=O)O)cc3c2=S)cc1,23%,11%,-1%,1%,2,7,0%,19%
